# IEC-6 cytotox: counter-screen for KLF5 inhibitors: cytotoxicity in IEC-6 cells | IEC-6 cytotoxicity, luminescence viability | inhibition, % at 5 µM | 290,000 tested, 0.78% active | AID 1825; in the data active = inhibition above about 22%;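 also: 0% = plate median of test compound wells and 100% = cytotoxic reference compound wells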
# HDAC3 inh: inhibitors of human histone deacetylase 3 | O15379 | 320,000 tested, 0.15% active | recombinant HDAC3, fluorogenic peptide/trypsin coupled, fluorescence | inhibition, % at 8.3 µM | AID 2718; in the data active = inhibition above about 26%, passing the limit was not always enough
# Target sequence (O15379 whole entry, looked up): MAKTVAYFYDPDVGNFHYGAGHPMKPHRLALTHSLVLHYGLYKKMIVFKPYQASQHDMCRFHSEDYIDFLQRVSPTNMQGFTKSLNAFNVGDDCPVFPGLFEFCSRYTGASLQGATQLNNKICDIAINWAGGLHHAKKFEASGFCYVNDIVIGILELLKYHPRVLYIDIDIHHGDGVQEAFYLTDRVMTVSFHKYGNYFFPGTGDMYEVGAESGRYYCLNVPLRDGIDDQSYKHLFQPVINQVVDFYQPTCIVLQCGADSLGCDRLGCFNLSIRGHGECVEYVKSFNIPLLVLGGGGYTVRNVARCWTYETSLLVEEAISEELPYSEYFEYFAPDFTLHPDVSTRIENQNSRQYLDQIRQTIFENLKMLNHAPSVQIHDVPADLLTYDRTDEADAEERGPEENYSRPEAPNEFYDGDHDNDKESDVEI
# HSP90 inh: HSP90 refolding inhibition in rabbit reticulocyte lysate; luciferase refolding luminescence, 3 h; inhibition, % at 5.6 µM; 290,000 tested, 0.91% active;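 active = inhibition above the screen-wide mean plus 3 SD, computed separately per campaign, cut at about 16% in these data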;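 also: 0% = DMSO wells and 100% = 60 µM geldanamycin wells; inhibitors lower the luminescence because luciferase stays unfolded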
# HSF-1 act: increases HSF-1 driven luciferase reporter signal; NIH3T3-HGL HSF-1 luciferase reporter, MG132, 8 h; 100% = twice DMSO control signal; 300,000 tested, 1.7% active; AID 504408; activation, % at 9 µM;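 active = mean replicate activation of at least 50% with a set share of replicates each reaching 50%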;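 also: 0% = median of the neutral control wells and 100% = twice that signal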
# HSF1 inhib: HSF1 inhibition; NIH3T3-HGL HSE-luciferase, MG132-induced, luminescence 8 h; active compounds read low; activity change, negative = inhibition, % at 7.5 µM (by protocol); 300,000 tested, 0.77% active; AID 2098;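 active = more than half of replicate wells show activity change below -50%, luminescence cut by over half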;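 also: luciferase reports HSF-1 transcriptional activity via heat shock element; 0% = median of DMSO wells and -100% = zero luminescence signal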
# KLF5 inh: suppresses KLF5 promoter-driven expression | DLD-1 KLF5 promoter-luciferase reporter, luminescence | inhibition, % at 5 µM | 290,000 tested, 0.23% active | AID 1700;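 active = inhibition above a per-plate limit of that plate's mean compound inhibition plus 3 SD, cut at about 60% in these data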;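 also: 0% = DMSO wells and 100% = LY294002 at 200 µM; higher means less KLF5 promoter-driven luciferase light; inactives centre near -14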
# An asterisk follows results filed as active; . = not tested or not shown. A portion of the library (hit frequency here may not be typical).
# Sample of the layout, 16 compounds:
# Each structure is followed by: IEC-6 cytotox | HDAC3 inh | HSP90 inh | HSF-1 act | HSF1 inhib | KLF5 inh
- Cc1ccccc1NC(=O)Cc1nc(COC(=O)Cc2ccccc2)cs1
→ . | 8 | . | . | . | .
- COC(=O)C1=C(c2ccc(C(C)=O)cc2)C[C@@H]2CC[C@H]1N2C(=O)NC1CC1
→ . | 6 | . | . | . | .
- COC(=O)C1=C(c2ccc(F)cc2OCc2ccccc2)C[C@@H]2CC[C@H]1N2C(=O)NCc1cccc(C(F)(F)F)c1
→ . | 9 | . | . | . | .
- CO[C@@H]1C=CC23c4cc5c(cc4CO[C@]2(O)CN(C)[C@H]3C1)OCO5 (stereo not given in full)
→ . | 5 | . | . | . | .
- CCCCCCCCC(=O)NCc1ccc(O)c(OC)c1
→ . | -2 | . | . | . | .
- COc1cc2c(cc1O)[C@@H]1Cc3ccc(OC)c(O)c3CN1CC2
→ . | 3 | . | . | . | .
- C[Se]C[C@@H](N)C(=O)O
→ . | -2 | . | . | . | .
- C[C@]12CCC3C(CC[C@H]4C[C@@H](O)CC[C@]34C)C1C[C@@H](N)[C@@H]2O (stereo not given in full)
→ . | -8 | . | . | . | .
- COC(=O)C1=C(c2ccc(F)cc2OCc2ccccc2)C[C@@H]2CC[C@H]1N2C(=O)NCCNC(C)=O
→ . | 3 | . | . | . | .
- COC(=O)C1=C(c2cccc(OCc3ccccc3)c2)C[C@@H]2CC[C@H]1N2C(=O)NNCc1ccccc1
→ . | -3 | . | . | . | .
- COC(=O)C1=C(c2ccc(OC)c(OC)c2)C[C@@H]2CC[C@H]1N2C(=O)NCCNC(C)=O
→ . | 9 | . | . | . | .
- COC(=O)C1=C(c2c(C)noc2C)C[C@@H]2CC[C@H]1N2C(=O)NC1CCCCC1
→ . | 5 | . | . | . | .
- CC(C)NC(C)Cc1ccc(I)cc1 (stereo not given)
→ . | -13 | . | . | . | .
- COC(=O)C1=C(c2ccc(OCc3ccccc3)cc2)C[C@@H]2CC[C@H]1N2C(=O)NCc1ccc(OC)c(OC)c1
→ . | -1 | . | . | . | .
- NC(C(=O)O)c1cc(=O)[nH]o1 (stereo not given)
→ . | 5 | . | . | . | .
- COC(=O)C1=C(c2ccc(F)cc2F)C[C@@H]2CC[C@H]1N2C(=O)NCC1CC1
→ . | 3 | . | . | . | .

# This part in full, previewed entries included:
# Each structure is followed by: IEC-6 cytotox | HDAC3 inh | HSP90 inh | HSF-1 act | HSF1 inhib | KLF5 inh
- Cc1ccccc1NC(=O)Cc1nc(COC(=O)Cc2ccccc2)cs1
→ . | 8 | . | . | . | .
- COC(=O)C1=C(c2ccc(C(C)=O)cc2)C[C@@H]2CC[C@H]1N2C(=O)NC1CC1
→ . | 6 | . | . | . | .
- COC(=O)C1=C(c2ccc(F)cc2OCc2ccccc2)C[C@@H]2CC[C@H]1N2C(=O)NCc1cccc(C(F)(F)F)c1
→ . | 9 | . | . | . | .
- CO[C@@H]1C=CC23c4cc5c(cc4CO[C@]2(O)CN(C)[C@H]3C1)OCO5 (stereo not given in full)
→ . | 5 | . | . | . | .
- CCCCCCCCC(=O)NCc1ccc(O)c(OC)c1
→ . | -2 | . | . | . | .
- COc1cc2c(cc1O)[C@@H]1Cc3ccc(OC)c(O)c3CN1CC2
→ . | 3 | . | . | . | .
- C[Se]C[C@@H](N)C(=O)O
→ . | -2 | . | . | . | .
- C[C@]12CCC3C(CC[C@H]4C[C@@H](O)CC[C@]34C)C1C[C@@H](N)[C@@H]2O (stereo not given in full)
→ . | -8 | . | . | . | .
- COC(=O)C1=C(c2ccc(F)cc2OCc2ccccc2)C[C@@H]2CC[C@H]1N2C(=O)NCCNC(C)=O
→ . | 3 | . | . | . | .
- COC(=O)C1=C(c2cccc(OCc3ccccc3)c2)C[C@@H]2CC[C@H]1N2C(=O)NNCc1ccccc1
→ . | -3 | . | . | . | .
- COC(=O)C1=C(c2ccc(OC)c(OC)c2)C[C@@H]2CC[C@H]1N2C(=O)NCCNC(C)=O
→ . | 9 | . | . | . | .
- COC(=O)C1=C(c2c(C)noc2C)C[C@@H]2CC[C@H]1N2C(=O)NC1CCCCC1
→ . | 5 | . | . | . | .
- CC(C)NC(C)Cc1ccc(I)cc1 (stereo not given)
→ . | -13 | . | . | . | .
- COC(=O)C1=C(c2ccc(OCc3ccccc3)cc2)C[C@@H]2CC[C@H]1N2C(=O)NCc1ccc(OC)c(OC)c1
→ . | -1 | . | . | . | .
- NC(C(=O)O)c1cc(=O)[nH]o1 (stereo not given)
→ . | 5 | . | . | . | .
- COC(=O)C1=C(c2ccc(F)cc2F)C[C@@H]2CC[C@H]1N2C(=O)NCC1CC1
→ . | 3 | . | . | . | .
- C[C@]12CC[C@H](O)CC1=CCC1C2CC[C@@]2(C)C1C[C@@H]1CC(=O)O[C@@H]12 (stereo not given in full)
→ . | -10 | . | . | . | .
- COc1cc2c(cc1OC)C1[C@H]3C(=CC[C@H]1OC2O)CCN3C (stereo not given in full)
→ . | 12 | . | . | . | .
- COC(=O)C1=C(c2ccc(C(C)=O)cc2)C[C@@H]2CC[C@H]1N2C(=O)NCc1ccc2c(c1)OCO2
→ . | -5 | . | . | . | .
- CCCCCCC(C)(C)c1ccc([C@@H]2C[C@H](O)CC[C@H]2CCCO)c(O)c1
→ . | 0 | . | . | . | .
- C[C@H]1O[C@@H](O[C@H]2[C@@H](O)C[C@H](O[C@H]3[C@@H](O)C[C@H](O[C@H]4CC[C@@]5(C)[C@H](CC[C@@H]6[C@@H]5CC[C@]5(C)[C@@H](C7=CC(=O)OC7)CC[C@]65O)C4)O[C@@H]3C)O[C@@H]2C)C[C@H](O)[C@@H]1O
→ 5 | . | 5 | . | . | 100*
- N#CC(C#N)=Cc1ccc(C=C(C#N)C#N)cc1
→ -4 | . | 49* | . | . | 6
- C=CCNC(=S)Nc1ccc(OC(=O)Nc2ccc(Cl)c(Cl)c2)cc1
→ 0 | . | -1 | . | . | -24
- CN1C(=O)CN=C(c2ccccc2)c2cc([N+](=O)[O-])ccc21
→ -4 | . | 0 | . | . | 7
- CN(C)[C@@H]1C(=O)C(C(N)=O)=C(O)[C@@]2(O)C(=O)C3=C(O)c4c(O)ccc(Cl)c4[C@@](C)(O)C3C[C@@H]12 (stereo not given in full)
→ -2 | . | 5 | . | . | 1
- COc1cccc(N2C(=O)NC(=O)/C(=C\c3ccc([N+](=O)[O-])s3)C2=O)c1
→ -10 | . | -1 | . | . | 16
- CN1CCC2(CC1)NC(=O)c1ccccc1N2
→ -7 | . | 0 | . | . | -11
- COC1/C=C/C=C(\C)Cc2cc(O)c(Cl)c(c2)N(C)C(=O)CC(OC(=O)C(C)C)C2(C)OC2C(C)C2CC1(O)NC(=O)O2 (stereo not given)
→ . | . | . | 41 | 41 | .
- CCC1(NS(=O)(=O)c2ccc(N)cc2)C(=O)N(C)C(=O)N(C)C1=O
→ . | . | . | -7 | -7 | .
- CCC1CN1P1(=O)OCC(C)([N+](=O)[O-])CO1 (stereo not given)
→ . | . | . | -2 | -2 | .
- CSc1cccc(NP2(=O)OCC(C)([N+](=O)[O-])CO2)c1 (stereo not given)
→ . | . | . | -3 | -3 | .
- COC(=O)C1=C(C(=O)OC)C2OC1c1cc3ccccc3cc12
→ . | . | . | 59* | 59* | .
- C[C@]12CC[C@@H](O)CC1=CC(=O)C1C2CC[C@]2(C)C(=O)CCC12 (stereo not given in full)
→ . | 2 | . | -4 | -4 | .

# Assay outcomes as filed in PubChem.
